Assay outcomes: PubChem BioAssay, several laboratories
Fam108B counter: counter-screen for RBBP9 inhibitors: inhibitors of mouse Fam108B; recombinant Fam108B, FP-Rh probe fluorescence polarization; inhibition, % at 9.51 µM; 0.33% of 300,000 active; AID 1947;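 active = inhibition above the screen mean inhibition plus 3 SD, computed separately per campaign, cut at about 18% in these data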;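 also: inhibitors lower polarization as less probe binds the enzyme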
GRK2 inh: blocks RNA aptamer binding to human GRK2. P25098. 0.59% of 330,000 active. bead flow cytometry, FAM-aptamer displacement from GRK2. inhibition of aptamer binding, % at 10 µM. AID 488847;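 active = inhibition of aptamer binding above 40%, roughly 3 SD of noise, on plates passing a quality check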;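 also: median bead fluorescence of bound FAM aptamer so fluorescent compounds give negative values; no value below 0 was filed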
VLA-4 inh: inhibition in a human VLA-4 binding assay; inhibition, % (about 7 µM as worked out from the volumes in the protocol); P13612; 0.2% of 330,000 active; VLA-4 expressing cells, ligand binding flow cytometry; in the data active = inhibition above about 50%
Bcl-xL primary: Bcl-xL (human) inhibition; GST-Bcl-xL / FITC-Bim BH3 peptide fluorescence polarization; inhibition, % at 10.9 µM; 0.7% of 320,000 active; AID 2129;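 active = inhibition above the mean of all tested compounds plus 3 SD, cutoff set per campaign, cut at about 30% in these data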;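 also: 0% = DMSO wells and 100% = unlabeled Bim-BH3 peptide competitor; inhibitors lower millipolarization by displacing the labeled peptide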
Target sequence (Q07817 whole entry, looked up): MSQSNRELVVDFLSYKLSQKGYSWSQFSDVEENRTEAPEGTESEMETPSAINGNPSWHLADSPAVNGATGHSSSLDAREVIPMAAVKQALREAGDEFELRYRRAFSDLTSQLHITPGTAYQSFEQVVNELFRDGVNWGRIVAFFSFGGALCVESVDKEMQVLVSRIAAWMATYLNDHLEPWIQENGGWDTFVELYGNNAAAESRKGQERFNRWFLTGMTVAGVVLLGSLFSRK
GLD-1 RNA inh: GLD-1-TGE RNA interaction inhibition (C. elegans). inhibition, % at 5.96 µM. 0.44% of 320,000 active. purified GLD-1 + fluorescein TGE RNA, fluorescence polarization. Q17339;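 active = percent inhibition above a per-plate cutoff, the plate mean of test compounds plus 3 SD, cut at about 30% in these data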;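 also: 0% = DMSO wells with GLD-1 and probe and 100% = wells lacking GLD-1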
PME-1 inh: blocks human protein phosphatase methylesterase 1; recombinant PME-1, FP-Rh probe fluorescence polarization; inhibition, % at 5.9 µM; 0.53% of 320,000 active;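 active = inhibition above the campaign mean of all compounds plus 3 SD, cut at about 26% in these data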;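 also: competitive labeling of PME-1 active site by serine hydrolase directed probe; 0% = PME-1 with DMSO and 100% = wells lacking PME-1 enzyme; inhibitors block probe labeling so polarization falls and inhibition rises; many of its hits are not listed in these tables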
Target sequence (Q9Y570 whole entry, looked up): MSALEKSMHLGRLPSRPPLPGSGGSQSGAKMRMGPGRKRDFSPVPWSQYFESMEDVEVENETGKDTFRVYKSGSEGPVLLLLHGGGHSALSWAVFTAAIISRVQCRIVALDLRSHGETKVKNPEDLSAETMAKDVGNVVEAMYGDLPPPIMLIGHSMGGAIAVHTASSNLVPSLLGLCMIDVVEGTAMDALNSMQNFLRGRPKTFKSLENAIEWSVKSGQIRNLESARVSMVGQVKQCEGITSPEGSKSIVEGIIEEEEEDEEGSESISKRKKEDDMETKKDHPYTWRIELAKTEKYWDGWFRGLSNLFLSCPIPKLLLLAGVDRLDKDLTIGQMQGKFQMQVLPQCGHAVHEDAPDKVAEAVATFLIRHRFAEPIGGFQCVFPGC
MCL1 BIM primary: disrupts human MCL1 binding to BIM-BH3 peptide; Q07820; GST-MCL1 / FITC-Bim-BH3 fluorescence polarization; inhibition, % at 10.9 µM; 0.68% of 320,000 active;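 active = inhibition above the mean inhibition of all tested compounds plus 3 SD, set per campaign, cut at about 40% in these data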;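 also: 0% = DMSO wells and 100% = unlabeled Bim-BH3 peptide control; higher means more loss of mP so more displacement of Bim peptide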
Target sequence (Q07820 whole entry, looked up): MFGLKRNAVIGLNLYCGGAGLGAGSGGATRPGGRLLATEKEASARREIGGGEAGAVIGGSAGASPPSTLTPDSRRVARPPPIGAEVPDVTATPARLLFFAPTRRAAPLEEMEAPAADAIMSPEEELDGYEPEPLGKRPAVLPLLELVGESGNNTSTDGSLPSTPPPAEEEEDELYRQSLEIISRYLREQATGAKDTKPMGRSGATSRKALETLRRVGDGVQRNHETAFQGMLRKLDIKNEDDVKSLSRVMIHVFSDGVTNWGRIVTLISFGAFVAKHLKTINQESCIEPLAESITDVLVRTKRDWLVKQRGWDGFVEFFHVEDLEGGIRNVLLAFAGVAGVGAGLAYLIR
Efflux pump inh: inhibitors of Candida antifungal efflux pumps expressed in yeast; S. cerevisiae Candida pump triplex, Nile Red efflux; inhibition, % at 10 µM; 0.44% of 330,000 active; AID 485275;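 active = plate passing quality check with inhibition over a set limit, or well fluorescence over plate mean plus 4 SD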;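 also: Nile Red retained in pooled yeast measured as flow cytometry median fluorescence; 0% = buffer negative control and 100% = Enniatin B positive control; higher means more Nile Red kept so more efflux inhibition; some compounds called inactive have numbers as strong as hits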
MEX-5 binding: C. elegans MEX-5 TCR-2 RNA binding activity; MEX-5/FITC-TCR2 RNA binding, fluorescence polarization; active compounds read low; Q9XUB2; 0.38% of 300,000 active; activity score (negative = inhibition of binding), % at 10 µM;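 active = inhibition past about -25% in most replicates, and total fluorescence under double the plate's negative control median, limit read from the data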;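 also: 0% = DMSO and -100% = 5 µM competing unlabeled TCR2 RNA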
The depositor's hits bear a star. The list is partial (hit frequency here may not be typical).

How did COc1ccc(NC(=S)N2CCN(C(=O)c3ccco3)CC2)cc1OC do in these assays?
GRK2 inh: 0; VLA-4 inh: 2; Efflux pump inh: -1.1; MEX-5 binding: -0.2

Results for Cc1nonc1C1CCCN1Cc1cn[nH]c1-c1ccc(-c2ccccc2)cc1 (stereo not given) ?
Fam108B counter: -6; GRK2 inh: 0; VLA-4 inh: 7; Bcl-xL primary: -15; GLD-1 RNA inh: 6; PME-1 inh: -5; MCL1 BIM primary: -5; Efflux pump inh: 0.0; MEX-5 binding: 4.9

What do the screens show for `O=C(CCCn1c(SCc2ccccc2F)nc2ccccc2c1=O)NCC1CCCO1` (stereo not given)?
Fam108B counter: 0; GRK2 inh: 1; VLA-4 inh: 12; Bcl-xL primary: -2; GLD-1 RNA inh: 1; PME-1 inh: 3; MCL1 BIM primary: 1; Efflux pump inh: 0.2; MEX-5 binding: -0.7

Results for CC1(c2ccc3ccccc3c2)NC(=O)NC1=O (stereo not given) ?
Fam108B counter: -4; GRK2 inh: 4; VLA-4 inh: 5; Bcl-xL primary: 1; GLD-1 RNA inh: -1; PME-1 inh: -8; MCL1 BIM primary: -8; Efflux pump inh: -0.1; MEX-5 binding: -0.4

What do the screens show for `CCOC(=O)C(=O)Nc1cc(C)nn1-c1nc2ccccc2[nH]1`?
Fam108B counter: -2; GRK2 inh: 3; VLA-4 inh: 16; Bcl-xL primary: 8; GLD-1 RNA inh: 5; PME-1 inh: -3; MCL1 BIM primary: 14; Efflux pump inh: 0.0; MEX-5 binding: 3.1

How did O=C(Cn1nc(-c2ccc3c(c2)OCCO3)ccc1=O)Nc1ccc(-n2cnnn2)cc1 do in these assays?
Fam108B counter: -20; GRK2 inh: 0; VLA-4 inh: -8; Bcl-xL primary: -5; GLD-1 RNA inh: -3; PME-1 inh: -31; MCL1 BIM primary: -1; Efflux pump inh: -0.2; MEX-5 binding: 2.3

What do the screens show for `COc1cc(/C=N/NC(=O)C2C3CCCCC32C)cc(Br)c1O` (stereo not given)?
Fam108B counter: 1; GRK2 inh: 9; VLA-4 inh: 4; Bcl-xL primary: 5; GLD-1 RNA inh: -6; PME-1 inh: -4; MCL1 BIM primary: 2; Efflux pump inh: -0.2; MEX-5 binding: 0.8

How did CCC(Oc1nc2ccccc2nc1-c1ccccc1NC(C)=O)C(=O)c1ccccc1 (stereo not given) do in these assays?
Fam108B counter: -3; GRK2 inh: 1; VLA-4 inh: -1; Bcl-xL primary: 0; GLD-1 RNA inh: -1; PME-1 inh: 4; MCL1 BIM primary: 0; Efflux pump inh: 0.2; MEX-5 binding: -1.0

Results for Cc1cccc(OCCNc2ccc(C(F)(F)F)cc2[N+](=O)[O-])c1 ?
Fam108B counter: 2; GRK2 inh: 4; VLA-4 inh: 9; Bcl-xL primary: 1; GLD-1 RNA inh: -1; PME-1 inh: 3; MCL1 BIM primary: 4; Efflux pump inh: 0.1; MEX-5 binding: -1.0

Results for CC1CCN(CC(=O)N2CCCc3c2c(=O)oc2ccc(OCc4ccccc4)cc32)CC1 ?
Fam108B counter: -4; GRK2 inh: 0; VLA-4 inh: 2; Bcl-xL primary: 1; GLD-1 RNA inh: -2; PME-1 inh: -3; MCL1 BIM primary: 1; Efflux pump inh: 0.2; MEX-5 binding: 0.0

Results for C#Cc1ccc([C@@H]2C=C(C(=O)NC3CC3)O[C@H](OCCCCO)C2)cc1 ?
Fam108B counter: -1; GRK2 inh: 1; VLA-4 inh: -3; Bcl-xL primary: 2; GLD-1 RNA inh: 0; PME-1 inh: -4; MCL1 BIM primary: 0; Efflux pump inh: 0.1; MEX-5 binding: 0.7

How did CCN(CCCNC(=O)CNC(=O)c1nn(-c2ccc(OC)cc2OC)c(=O)c2ccccc12)c1cccc(C)c1 do in these assays?
Fam108B counter: -1; GRK2 inh: 4; VLA-4 inh: 2; Bcl-xL primary: 3; GLD-1 RNA inh: -6; PME-1 inh: -6; MCL1 BIM primary: 3; Efflux pump inh: -0.2; MEX-5 binding: 2.7

Results for O=C(Nc1nc2c(s1)CCCC2)Oc1ccccc1 ?
Fam108B counter: 1; GRK2 inh: 3; VLA-4 inh: 10; Bcl-xL primary: -2; GLD-1 RNA inh: 6; PME-1 inh: -2; MCL1 BIM primary: -1; Efflux pump inh: -0.1; MEX-5 binding: -0.4

What do the screens show for `COc1cc(/C=C(/C#N)c2nc3ccccc3[nH]2)ccc1Oc1ncccc1[N+](=O)[O-]`?
Fam108B counter: -40; GRK2 inh: 0; VLA-4 inh: 20; Bcl-xL primary: 6; GLD-1 RNA inh: 6; PME-1 inh: -23; MCL1 BIM primary: 11; Efflux pump inh: -0.1; MEX-5 binding: 2.8

What do the screens show for `Cc1cccc(NCc2cc(Cl)ccc2O)n1`?
Fam108B counter: 1; GRK2 inh: 0; VLA-4 inh: 15; Bcl-xL primary: 7; GLD-1 RNA inh: 6; PME-1 inh: 7; MCL1 BIM primary: 4; Efflux pump inh: 0.0; MEX-5 binding: -0.1

Results for CC(CNC(=O)COc1ccccc1)OC(=O)Nc1ccc(Cl)c(Cl)c1 (stereo not given) ?
Fam108B counter: -1; GRK2 inh: 0; VLA-4 inh: 0; Bcl-xL primary: 4; GLD-1 RNA inh: 8; PME-1 inh: -14; MCL1 BIM primary: 5; Efflux pump inh: 0.1; MEX-5 binding: -3.4

Results for COC(=O)/C=C1\NCCSC1=O ?
Fam108B counter: -6; GRK2 inh: 0; VLA-4 inh: -24; Bcl-xL primary: 2; GLD-1 RNA inh: -1; PME-1 inh: -5; MCL1 BIM primary: 4; Efflux pump inh: -0.1; MEX-5 binding: -2.6

Results for COCCN1C(=O)N[C@@H](c2cccs2)C(C(=O)OC)=C1C ?
Fam108B counter: -1; Bcl-xL primary: 2; GLD-1 RNA inh: 2; PME-1 inh: 2; MCL1 BIM primary: 3; MEX-5 binding: 0.9

How did CCOC(=O)c1nnc(-c2ccccc2)nc1Oc1ccc(Cl)cc1 do in these assays?
Fam108B counter: 2; GRK2 inh: 0; VLA-4 inh: 10; Bcl-xL primary: 2; GLD-1 RNA inh: -3; PME-1 inh: -7; MCL1 BIM primary: 7; Efflux pump inh: 0.1; MEX-5 binding: -0.9

Results for Cc1cccc(/C=N/NC(=O)c2ccc(NC(=O)c3cccc(Cl)c3)cc2)n1 ?
Fam108B counter: -18; GRK2 inh: 0; VLA-4 inh: -7; Bcl-xL primary: -2; GLD-1 RNA inh: 1; PME-1 inh: -17; MCL1 BIM primary: -3; Efflux pump inh: 0.2; MEX-5 binding: 0.6

What do the screens show for `CCc1ccccc1NC(=O)COC(=O)c1cccs1`?
Fam108B counter: -5; GRK2 inh: 2; VLA-4 inh: -3; Bcl-xL primary: -4; GLD-1 RNA inh: -7; PME-1 inh: -1; MCL1 BIM primary: -2; Efflux pump inh: 0.3; MEX-5 binding: 0.2

How did N#C/C(=C\c1cccc([N+](=O)[O-])c1)C(=O)NCC1CCCO1 (stereo not given) do in these assays?
Fam108B counter: 8; GRK2 inh: 8; VLA-4 inh: 9; Bcl-xL primary: 61*; GLD-1 RNA inh: 15; PME-1 inh: 0; MCL1 BIM primary: 50*; Efflux pump inh: -0.1; MEX-5 binding: -5.4

What do the screens show for `COc1cc2c(cc1OC)C(C)N(C(=O)[C@@H](NC(=O)c1ccccc1)C(C)C)CC2` (stereo not given in full)?
Fam108B counter: -3; GRK2 inh: 0; VLA-4 inh: 22; Bcl-xL primary: 4; GLD-1 RNA inh: 2; PME-1 inh: -5; MCL1 BIM primary: 3; Efflux pump inh: -0.1; MEX-5 binding: -5.4

How did Cc1ccccc1NC(=O)c1nn(C)c(C(=O)Nc2ccccc2C)c1[N+](=O)[O-] do in these assays?
Fam108B counter: 2; GRK2 inh: 0; VLA-4 inh: -3; Bcl-xL primary: 6; GLD-1 RNA inh: 10; PME-1 inh: -1; MCL1 BIM primary: 4; Efflux pump inh: -0.1; MEX-5 binding: -0.7

Results for COCCNC(=O)/C(C#N)=C/c1cc(Br)c(O)c(OC)c1 ?
Fam108B counter: 5; GRK2 inh: 43*; VLA-4 inh: -12; Bcl-xL primary: -6; GLD-1 RNA inh: -14; PME-1 inh: -4; MCL1 BIM primary: -11; Efflux pump inh: -0.1; MEX-5 binding: 4.4

What do the screens show for `CCOc1ccccc1C(=O)Nc1cc(Cl)ccc1O`?
Fam108B counter: -1; GRK2 inh: 2; VLA-4 inh: 6; Bcl-xL primary: -2; GLD-1 RNA inh: -3; PME-1 inh: 11; MCL1 BIM primary: -3; Efflux pump inh: 0.2; MEX-5 binding: -2.0

How did O=C(c1ccc2c(=O)n(Cc3ccco3)c(=S)[nH]c2c1)N1CCN(c2ccccc2)CC1 do in these assays?
Fam108B counter: 0; GRK2 inh: 0; VLA-4 inh: 3; Bcl-xL primary: 4; GLD-1 RNA inh: 5; PME-1 inh: -4; MCL1 BIM primary: -3; Efflux pump inh: -0.3

Results for O=C(CC(Cc1ccccc1)C(=O)O)Nc1ccc(Cl)c(Cl)c1 (stereo not given) ?
Fam108B counter: -6; GRK2 inh: 99*; VLA-4 inh: 14; Bcl-xL primary: -1; GLD-1 RNA inh: 3; PME-1 inh: -7; MCL1 BIM primary: -6; Efflux pump inh: 0.2; MEX-5 binding: -2.2

How did Cc1nn(-c2ccccc2)c(N2CCCC2)c1/C=N/NC(=O)c1ccccc1O do in these assays?
Fam108B counter: -4; GRK2 inh: 3; VLA-4 inh: -15; Bcl-xL primary: 8; GLD-1 RNA inh: 4; PME-1 inh: 3; MCL1 BIM primary: 12; Efflux pump inh: 0.0; MEX-5 binding: -2.3

How did CN1CCN(C(=O)C2CCC(C)(C(=O)O)C2(C)C)CC1 (stereo not given) do in these assays?
Fam108B counter: 8; GRK2 inh: 0; VLA-4 inh: 5; Bcl-xL primary: 3; GLD-1 RNA inh: 3; PME-1 inh: -4; MCL1 BIM primary: 7; Efflux pump inh: -0.1; MEX-5 binding: 0.7

How did Cc1ccc2nc(C)c(CN3CCN(c4ccc([N+](=O)[O-])cc4Cl)CC3)n2c1 do in these assays?
Fam108B counter: 0; GRK2 inh: 0; VLA-4 inh: -17; Bcl-xL primary: 4; GLD-1 RNA inh: 3; PME-1 inh: 6; MCL1 BIM primary: 4; Efflux pump inh: -0.2; MEX-5 binding: 3.1

Results for CC(C)c1ccc(C2CC(c3ccc(Br)cc3)=NN2C(N)=S)cc1 (stereo not given) ?
Fam108B counter: -5; GRK2 inh: 0; VLA-4 inh: 0; Bcl-xL primary: 4; GLD-1 RNA inh: 15; PME-1 inh: 3; MCL1 BIM primary: 9; Efflux pump inh: 0.4; MEX-5 binding: 0.7

Reprinted at random: two records from the list
What do the screens show for `COc1cc2c(cc1OC)C(C)N(C(=O)[C@@H](NC(=O)c1ccccc1)C(C)C)CC2` (stereo not given in full)?
Fam108B counter: -3; GRK2 inh: 0; VLA-4 inh: 22; Bcl-xL primary: 4; GLD-1 RNA inh: 2; PME-1 inh: -5; MCL1 BIM primary: 3; Efflux pump inh: -0.1; MEX-5 binding: -5.4

How did Cc1nn(-c2ccccc2)c(N2CCCC2)c1/C=N/NC(=O)c1ccccc1O do in these assays?
Fam108B counter: -4; GRK2 inh: 3; VLA-4 inh: -15; Bcl-xL primary: 8; GLD-1 RNA inh: 4; PME-1 inh: 3; MCL1 BIM primary: 12; Efflux pump inh: 0.0; MEX-5 binding: -2.3
